Screening data: PubChem BioAssay, several laboratories
M1AAP inhibition – malaria alanyl aminopeptidase activity blockers – biochemical, fluorogenic H-Leu-NHMec substrate, 1536-well (AID 1445); hit rate 0.42% among 220,000; recombinant M1AAP, H-Leu-NHMec fluorogenic kinetic assay; higher % means a stronger effect; inhibition, % at 30 µM, or IC50 in µM where a hit was titrated;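 active = primary inhibition above the hit cutoff, then over 50% inhibition at one or more dose response concentrations, cut at about 23% in these data, passing the limit was not always enough; inconclusive = conflicting primary data, or primary hits not chosen for dose response; inactive = low primary inhibition, or under 50% at every dose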;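 note: plate controls were DMSO full reaction for no effect and no enzyme background for full effect; strong numbers were not always called active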
TNAP activators – human TNAP enzyme activators, primary screen, biochemical, luminescent, no phosphate acceptor, uHTS (AID 1001) | purified TNAP, luminescent activation assay, no phosphate acceptor; higher activation fold means a stronger effect | activation fold at 20 µM; hits with a dose series show EC50 in µM | hit rate 0.03% among 200,000; in the data active = activation fold from about 3, or a potency from the dose series; inactive = the rest, 99 in 100 with activation fold below about 1.6; note: many of its hits are not listed in these tables
Myeloid diff MLP – compounds promoting myeloid differentiation | calls only at 10 µM | hit rate 1% among 360,000 | ER-HoxA9 myeloid progenitors, lysozyme-GFP differentiation, flow cytometry | AID 624256;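 active = normalized GFP-positive differentiation at or above the plate's own cutoff, the solvent-only control mean plus 3 SD; inconclusive = no clear call, values can overlap the other calls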;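 note: cells exposed to compound for four days before flow analysis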
human PMI inhibitors – human PMI inhibitors, high substrate, primary screen, biochemical, fluorescence intensity, high mannose 6-phosphate (AID 1220); recombinant PMI enzyme, coupled fluorescence intensity; higher % means a stronger effect; one-dose inhibition, % at 20 µM; IC50 in µM for titrated hits; hit rate 0.66% among 190,000
WT yeast gro inh – growth inhibition of WT yeast, mitochondrial fusion screen. inhibition, % at 10 µM. AID 1362. mitochondrial fusion phenotypic screen, WT strain. hit rate 2.1% among 190,000; in the data active = inhibition above about 58%; tested in S. cerevisiae
Hep lipid drop – modulators of hepatic lipid droplet formation; hit rate 0.4% among 240,000; AML12 mouse hepatocytes, oleate lipid droplets, BODIPY imaging; inhibition, % at 6.5 µM; AID 1656;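 active = lipid droplet intensity inhibited by at least 50%, with more than 500 cells counted; inconclusive = wells with under 300 cells, treated as cytotoxic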
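Assay system: AML12 hepatocytes (mouse); Probe or stimulus: oleic acid at 100 µM to induce lipid droplet formation; Dosing: compound at 6.5 µM only; Schedule: compound with oleate, overnight; Detection: fluorescence imaging, 20x objective, two fields per well; Measure: % inhibition of lipid droplet signal.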
CSM14.1 death rescue – protection against thapsigargin-triggered cell killing – 384-well, CSM14.1, ATP luminescence, primary screen (AID 1222) | one-dose cellular ATP content (survival), % at 20 µM; EC50 in µM for titrated hits | CSM14.1 thapsigargin-induced death rescue, ATP luminescence; higher % means a stronger effect | 190,000 tested, under 10 active;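 active = EC50 below 50 µM in the dose-response confirmation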;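 note: death triggered by thapsigargin at about 15 µM added after 2 h compound pretreatment; cell ATP read after overnight thapsigargin exposure of roughly 18 to 22 hours; normalized against plate controls of thapsigargin alone and 5% DMSO vehicle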
human PMI inhibition – MPI enzyme activity inhibition – biochemical, fluorescence intensity, coupled assay, primary screen (AID 1209); purified PMI enzyme, coupled fluorescence intensity; higher % means a stronger effect; inhibition, % at 20 µM; hits with a dose series show IC50 in µM; hit rate 0.42% among 190,000;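 note: plate controls were DMSO vehicle for no effect and wells lacking substrate for full effect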
UTI89 phage lysis – inhibition of K1F phage lysis, E. coli UTI89, bacterial capsule biogenesis inhibitors, alamar blue (AID 488966) | E. coli UTI89 K1F phage lysis, alamar blue, 2 h; higher % means a stronger effect | inhibition, % at 100 µM; hits with a dose series show IC50 in µM | hit rate 0.02% among 340,000;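 active = phage lysis inhibition, versus mean bacterial control, above a set limit; inconclusive = no clear call, values can overlap the other calls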;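 note: capsule biogenesis inhibitors block K1F phage lysis so surviving cells raise fluorescence; higher fluorescence means more inhibition of phage lysis; actives were called in the ten point dose series up to 300 µM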
WT yeast gro inh mutant strain – recorded beside WT yeast gro inh, whose call it bears; inhibition, %; mitochondrial fusion phenotypic screen, mutant strain inhibition
Hep lipid drop cells 6.5 µM – second read-out of Hep lipid drop, no call of its own (marks repeat the call); cell count; measured here: cell count, cytotoxicity flag;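 cells counted across two imaged fields per well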
Myeloid diff MLP GFP+ MAC1+ % – further read-out of Myeloid diff MLP, marked with its call; GFP+ MAC1+ double positive, %; measured here: differentiation confirmed by MAC1 staining
* = called active by the depositor; i = inactive; u = inconclusive; x = not tested or not shown; [ ] = remark or other dose. Cut-off read from the data, not from the text of the source, unless noted: active = inhibition above about 50%; inactive = the rest.

SMILES | M1AAP inhibition | TNAP activators | Myeloid diff MLP | Myeloid diff MLP GFP+ MAC1+ % | human PMI inhibitors | WT yeast gro inh | WT yeast gro inh mutant strain | Hep lipid drop | Hep lipid drop cells 6.5 µM | CSM14.1 death rescue | human PMI inhibition | UTI89 phage lysis
CCN1CNC(=S)N(Cc2ccccc2)C1 | 2% | 1.2 | i | 0.6 | -11% | -10 | -8 | 13 | 605 | 0.0% | -12% | 0.0%
CC(NC(=O)c1ccccc1)c1nc2ccccc2n1Cc1ccc(C#N)cc1 (stereo unspecified) | 0% | 1 | i | 1.3 | 5% | -8 | 5 | 5 | 802 | 1.1% | 6% | 0.1%
O=C(CCc1nnc(C2CCCCC2)o1)NCc1cccc(-n2cccn2)c1 | -3% | 1.1 | i | 0.6 | 11% | 7 | 9 | 15 | 799 | -0.6% | 7% | 0.0%
CCOc1ccc(Oc2nc(NCC(C)C)nc(OC)n2)nn1 | 9% | 1.1 | i | 3.3 | 3% | 10 | -3 | 0 | 630 | -2.2% | 3% | 0.1%
O=c1[nH]c(/C=C/c2cccc3ccccc23)nc2ccccc12 | -1% | 1.1 | i | 0.1 | 11% | 11 | -6 | -48 | 674 | 3.2% | 11% | -0.1%
CCNc1ccc(S(=O)(=O)N(C)C)cc1NCC(=O)Nc1ccccc1Br | 8% | 1.2 | i | 0.8 | 18% | -4 | -3 | 0 | 698 | 1.1% | 2% | 0.0%
CCCC(=O)N1CCN(c2ccc(NC(=O)c3ccc([N+](=O)[O-])o3)cc2)CC1 | 5% | 1 | u | x | 1% | 33 | 16 | 8 | 714 | -1.0% | -8% | -0.4%
Cc1cc([N+](=O)[O-])cc2ncccc12 | 0% | 1.1 | i | 0.7 | -9% | 7 | -8 | 11 | 770 | 2.7% | -4% | 0.1%
CCOc1ccc(-n2c(SCC(=O)Nc3cc(C)on3)nnc2-c2c[nH]c3ccccc23)cc1 | 3% | 1.1 | i | 7.6 | 9% | 63* | 5.6* | 14 | 822 | 0.0% | 11% | -1.6%
COC(=O)CC1C(=O)NCCN1C(=S)Nc1ccc(F)cc1 (stereo unspecified) | -2% | x | i | 0.6 | x | x | x | 2 | 790 | x | x | 0.1%
O=C(CSc1nnnn1C1CCCC1)NCc1ccc2c(c1)OCO2 | -1% | 1.1 | i | 8.3 | 6% | -5 | 2 | -16 | 640 | -2.2% | 7% | 1.3%
CCOC(=O)C1=NN(C(=O)Nc2ccc(OC)cc2)C2C(=O)N(c3cccc(C(F)(F)F)c3)C(=O)C12 (stereo unspecified) | 5% | 1.1 | i | 0.8 | 18% | -2 | 19 | -1 | 585 | -3.4% | 9% | 0.2%
O=C(Nc1ccccc1)Nc1ccccc1Br | 1% | 1.1 | x | x | 1% | 4 | -11 | 14 | 700 | -0.8% | 5% | 0.7%
CC(C)c1nc(C#N)c(NCCCn2ccnc2)o1 | -1% | 0.9 | i | 0.0 | -17% | -4 | 18 | x | x | 0.7% | -20% | -0.1%
CCSc1nc2cc(C(=O)OC)ccc2c(=O)n1CC | 5% | 1 | i | 5.3 | 8% | 21 | 7 | 4 | 748 | -0.7% | 5% | -0.3%[50 µM]
Cc1cc(NC(=O)Cn2cc([N+](=O)[O-])cn2)no1 | 3% | 1.1 | i | 0.3 | 1% | -15 | -5 | 14 | 679 | 0.2% | -3% | 1.1%
Cc1ccc(-n2c(CNc3ccc(F)cc3)nnc2SCC(N)=O)cc1 | 3% | 1 | i | 0.8 | 8% | 2 | 17 | x | x | -1.5% | 6% | -0.4%
Cc1ccccc1NS(=O)(=O)c1ccc(OCCNS(C)(=O)=O)cc1 | 4% | 1.1 | i | 0.5 | 11% | -11 | -17 | -1 | 673 | -1.1% | 11% | 0.6%
CN1CCN(c2ccc(C(CC(N)=O)NC(=O)Cc3ccc(Br)cc3)cc2[N+](=O)[O-])CC1 (stereo unspecified) | 8% | x | i | 1.7 | x | x | x | -41 | 706 | x | x | 0.5%
O=C(OCC(=O)N1CCCCCC1)c1n[nH]c(=O)c2ccccc12 | 12% | 1.1 | i | 2.3 | -8% | -7 | 3 | 6 | 730 | -0.1% | -2% | 0.0%
CCOc1cc(S(=O)(=O)N(CC)CC)ccc1Cl | -3% | 1.1 | i | 0.3 | -3% | 1 | -7 | -12 | 650 | 0.1% | -4% | -0.2%
Cc1cc(C)nc(SC2c3cccc4cccc(c34)C2NS(=O)(=O)c2ccccc2)n1 (stereo unspecified) | 4% | 1.1 | i | 0.9 | 2% | 49 | 35 | -8 | 726 | 5.7% | 11% | 0.1%
O=C(NC(c1ccccc1)c1cc(Cl)c2cccnc2c1O)c1cccnc1 (stereo unspecified) | -3% | 1.2 | x | x | 23% | -12 | 17 | -2 | 661 | -2.2% | 4% | x
O=C(COC(=O)c1ccccc1NS(=O)(=O)c1ccc(Cl)cc1)NCc1ccccc1 | 6% | 1.1 | i | 0.8 | 15% | 40 | 8 | 6 | 716 | 1.8% | 12% | 5.7%
COc1ccc(C(=O)N(Cc2ccco2)Cc2cccs2)c(O)c1 | -1% | 1.1 | i | 1.3 | 6% | -12 | 2 | 4 | 835 | 1.2% | 12% | -0.3%
CCn1ccc(C(=O)Oc2ccc(Cl)cc2)n1 | 5% | 1 | i | 2.0 | 6% | 3 | -14 | x | x | -1.2% | -7% | 3.7%
CCN(CC(O)COc1ccc(OCC(O)CN(CC)C2CCCCC2)cc1)C1CCCCC1 (stereo unspecified) | 1% | x | i | 2.3 | x | 1 | -3 | x | x | x | x | 2.4%
Cc1occc1-c1n[nH]c(=S)n1-c1ccccc1 | 0% | 1 | i | 0.9 | -4% | -15 | 2 | -15 | 638 | -0.2% | -4% | 0.6%
Cc1cc(C)cc(Oc2nn[nH]n2)c1 | 7% | 1.1 | i | 0.7 | 4% | -22 | 20 | x | x | -1.0% | -4% | i
Fc1ccc(Nc2ccc(-c3ccc(F)cc3)nn2)cc1 | 2% | 1 | i | 0.2 | 13% | -13 | 4 | 2 | 728 | 3.4% | 14% | 0.7%
Cc1ccc(NC(=O)CO/N=C/c2ccccc2C)c(C)c1 | -3% | 1 | i | 0.6 | -9% | 23 | 3 | -8 | 688 | -1.1% | -19% | 0.1%
CC(=O)NC(Cc1c[nH]c2ccccc12)C(=O)N1CCc2ccccc2C1 (stereo unspecified) | 8% | 1.1 | i | 0.4 | 4% | 6 | 26 | x | x | -0.4% | 5% | 0.4%
CCNC(=O)C(C)Oc1ccc(Cl)cc1Cl (stereo unspecified) | 0% | 1 | i | 0.3 | 4% | -2 | 2 | 5 | 611 | -0.9% | 8% | 0.3%
CC(C)NC(=S)N/N=C/c1cc(Br)ccc1O | 11% | 2.4 | i | 0.2 | -11% | 38 | 59 | -8 | 637 | 0.3% | -1% | 8.7%
COc1cccc(-n2c(COc3ccccc3C)nnc2SCC(=O)O)c1 | 0% | 1.1 | i | 3.9 | -5% | 1 | -12 | x | x | 0.6% | -10% | -1.1%
CCn1c(N2CCC(C)CC2)nc2c1c(=O)n(C)c(=O)n2C | 0% | 1.2 | i | 1.3 | -3% | 2 | 6 | x | x | 2.2% | 1% | -1.6%
C=CCN(c1ccccc1C(=O)NCC(=O)OCC)S(=O)(=O)c1ccc(C)cc1 | 5% | x | i | 0.7 | x | x | x | -1 | 720 | x | x | -0.3%
O=c1nc(NCc2ccccc2Cl)cn[nH]1 | -3% | 1.2 | i | 2.2 | -6% | -1 | -33 | 11 | 813 | -1.7% | -1% | -0.7%
C/C=C/c1ccc(OCCCCOc2c(OC)cccc2OC)c(OC)c1 | 1% | 1.2 | i | 0.3 | 9% | 1 | -16 | -26 | 662 | -2.8% | 13% | 3.0%
CCN1CCN(C(c2ccccc2)c2nnnn2Cc2ccccc2)CC1 (stereo unspecified) | 1% | 1.1 | i | 0.8 | -37% | -16 | 6 | -17 | 784 | 10% | -27% | 0.3%
Cc1cc(C)c(C)c(S(=O)(=O)NCC(=O)Nc2sc3c(c2C(N)=O)CCCC3)c1C | 14% | 1.1 | i | 1.0 | 5% | 12 | 18 | -3 | 788 | -4.0% | 10% | 0.0%
O=c1[nH]c2ccccc2n2c(=S)[nH]nc12 | 6% | x | i | 1.0 | x | x | x | -8 | 639 | x | x | 0.6%
O=C(COC(=O)C1CCN(S(=O)(=O)c2cccc3cccnc23)CC1)c1ccccc1 | -2% | 1.1 | i | 0.0 | 7% | 6 | -23 | -9 | 618 | -0.9% | 18% | -1.3%
CCOC(=O)c1cc(-c2ccco2)nc2c1c(C)nn2CCC#N | 14% | 1.1 | i | 0.6 | -13% | -17 | -4 | 12 | 717 | -1.1% | -3% | 0.6%
Cc1cc(C)c2nc(-c3ccccn3)cc(C(=O)NCc3ccc(S(N)(=O)=O)cc3)c2c1 | 0% | 1.1 | i | 0.5 | 8% | 7 | 3 | -10 | 672 | 1.7% | 5% | x
Cc1cc2ncn(/N=C/c3cccnc3)c2cc1C | 12% | 0.8 | i | 0.6 | 2% | 61* | 4.1* | x | x | -0.3% | -9% | -0.4%
Cc1ccc(NCN2C(=O)C3CC=CCC3C2=O)cc1 (stereo unspecified) | 2% | 1 | i | 0.5 | 24% | -20 | 3 | 5 | 787 | -2.6% | 22% | 2.1%
COCC(=O)Nc1ccc([N+](=O)[O-])cc1C | 7% | 1.1 | i | 0.6 | -2% | -25 | 8 | 8 | 705 | -3.2% | 0% | 2.9%
Cc1nc(-c2ccccn2)sc1C(=O)Nc1ccc(F)cc1 | 7% | 1.1 | i | 0.6 | -1% | 29 | -10 | x | x | -0.6% | 9% | -0.1%
NS(=O)(=O)c1ccc(CCNC(=S)Nc2ccc(F)cc2)cc1 | 14% | 1 | i | 0.1 | 3% | -5 | 1 | 1 | 708 | 0.1% | 3% | -0.7%

The order is random. Share with any hit: about 4.6%.
